From PubChem BioAssay
Lipid droplet: inhibitors of hepatocyte lipid droplet formation, primary screen, imaging, high-throughput imaging, BODIPY stain | AML12 mouse hepatocytes, oleate lipid droplets | inhibition, % at 6.5 µM | 240,000 compounds, 0.4% hits | AID 1656, 2009;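 active = lipid droplet intensity inhibited by at least 50%, with more than 500 cells counted; inconclusive = wells with under 300 cells, treated as cytotoxic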
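Material: mouse AML12 hepatocyte cell line, fixed after treatment; Timing: compound with oleate, overnight; Technique: high-content imaging of BODIPY-stained droplets and DAPI nuclei; Probe or stimulus: oleate, 100 µM final; Dosing: compound at 6.5 µM only.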
WT yeast gro inh: growth inhibition of WT strain, primary screen, mitochondrial fusion inhibitor project, WT and mutant strains, chemical genetic. mitochondrial fusion phenotypic screen. inhibition, % at 10 µM. 190,000 compounds, 2.1% hits. AID 1362, 2008; in the data active = inhibition above about 58%; tested in S. cerevisiae
XIAP displacement: XIAP antagonists, biochemical, IAP family, fluorescence polarization (AID 1018); 200,000 compounds, 0.007% hits; displacement, % at 20 µM; hits with a dose series show IC50 in µM; XIAP BIR domain, fluorescence polarization peptide displacement; higher % means a stronger effect; in the data active = displacement above about 50%; note: a part of the inactive calls stands beside numbers as strong as those of hits
Dynein transport: inhibitors of GR-EGFP nuclear translocation, primary screen, dynein cargo transport inhibitor project, imaging, high-content, 3617.4 mouse cells; test concentration mostly 20 µM; stimulated with dexamethasone, 1 µM; stronger effect = lower value; z-score, hits read low; 220,000 compounds, 0.47% hits; AID 1381, 2008;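 active = plate z-score of nuclear minus cytoplasmic receptor signal below a set negative limit, without overly bright fluorescence or cell loss, cut at about -3.5 in these data, passing the limit was not always enough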;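 note: z-score of nuclear minus cytoplasmic ring GR-EGFP intensity difference per well; some compounds called inactive have numbers as strong as hits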
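Schedule: 48 h induction, then 1 h compound, then 30 min agonist, 37 °C. Buffer or medium: tetracycline-free induction medium containing charcoal-stripped FBS. Reagent: 1.0 µM final dexamethasone stimulus. Evaluation: nuclear versus cytoplasmic GR-EGFP signal, averaged per well. Signal: high-content fluorescence imaging after fixation.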
Insulin prom up: insulin promoter activators in MIN6 cells, imaging, high-content screening, mouse beta cells; MIN6 insulin promoter-GFP reporter; stronger effect = higher value; 190,000 compounds, 0.3% hits; z-score at 5 µM;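 active = z-score above 3 at 5 µM with at least 500 cells counted in the well; inconclusive = wells under 500 cells, flagged as cytotoxic or low count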
MT stabilize HCS: microtubule stabilizers in HeLa cells, primary screen, imaging, high-content imaging; HeLa tubulin immunostaining HCS, 24 h; share of cells brighter than vehicle mean+2SD; % tubulin-high responders, % at 10 µM; 200,000 compounds, 0.83% hits;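 active = plate Z-score above 3 for both tubulin-high and condensed-nucleus cell shares, with cell loss under 80%, at 10 µM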;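 note: anti alpha tubulin signal scored within the nucleus-defined area of each cell; some results filed as inactive read as strong as hits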
Autophagy HCS: autophagy modulators in MEF cells, primary screen, imaging, high-content, MEF GFP-LC3; AID 463193, 2010; MEF GFP-LC3 puncta imaging; test concentration mostly 10 µM; 190,000 compounds, 0.98% hits; calls only at 10 µM (by protocol);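 active = percentage of spot-positive cells more than 3 SD above its plate mean, without a fluorescence outlier flag or 80% toxicity; inconclusive = no clear call, values can overlap the other calls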;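 note: spot-positive cell cutoff set from DMSO-treated cells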
ER stress rescue: rescue of cells from ER stress-induced death, primary screen, 384-well, CSM14.1, thapsigargin, ATP luminescence (AID 1222); CSM14.1 thapsigargin-induced death rescue, ATP luminescence; higher % means a stronger effect; cellular ATP content (survival), % at 20 µM; hits with a dose series show EC50 in µM; 190,000 tested, under 10 active;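 active = EC50 below 50 µM in the dose-response confirmation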;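 note: death triggered by thapsigargin at about 15 µM added after 2 h compound pretreatment; cell ATP read after overnight thapsigargin exposure of roughly 18 to 22 hours; normalized against plate controls of thapsigargin alone and 5% DMSO vehicle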
bCat nuc transl: modulators of beta-catenin nuclear translocation, primary screen, imaging, HeLa cells, immunofluorescence, high-content; nuclear translocation activity, % at 5 µM; 190,000 compounds, 0.3% hits; AID 1665, 2009;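 active = nuclear translocation activity above 50% at 5 µM, with a well cell count of 50 or more; inconclusive = wells under 50 cells across six images, flagged as toxic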;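 note: per-cell ratio of nuclear to cytoplasmic median beta-catenin stain intensity; plate controls were DMSO negative control for no effect and GSK-3 inhibitor IX positive control for full effect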
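Test system: human HeLa cells, endogenous beta-catenin. Times: 24 h compound exposure, 37°C. Measured by: beta-catenin immunofluorescence imaging with DAPI.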
WT yeast gro inh mutant strain: also measured in WT yeast gro inh; calls as there; inhibition, %; mitochondrial fusion phenotypic screen, mutant strain inhibition
Dynein transport cytoplasmic EGFP: second read-out of Dynein transport, no call of its own (marks repeat the call); z-score; measured here: cytoplasmic GR-EGFP intensity; stronger effect = higher value
Dynein transport nuclear GR-EGFP: further read-out of Dynein transport, marked with its call; z-score; measured here: nuclear GR-EGFP intensity;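 lower value marks the stronger effect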
Dynein transport cell count: second read-out of Dynein transport, no call of its own (marks repeat the call); z-score; measured here: cell count per field
Insulin prom up cell count: second read-out of Insulin prom up, no call of its own (marks repeat the call); cell count; measured here: cytotoxicity, nuclei count;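 total cells summed across four imaged fields per well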
Lipid droplet cells 6.5 µM: second read-out of Lipid droplet, no call of its own (marks repeat the call); cell count; measured here: cell count, cytotoxicity flag;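 cells counted across two imaged fields per well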
bCat nuc transl cell count 5 µM: recorded beside bCat nuc transl, whose call it bears; cell count; measured here: cell count, cytotoxicity flag
MT stabilize HCS Hoechst-high %: further read-out of MT stabilize HCS, marked with its call; % Hoechst-high responders; measured here: nuclear condensation Hoechst responders;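 share of cells brighter than vehicle mean plus two SD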
MT stabilize HCS cytotoxicity %: also measured in MT stabilize HCS; calls as there; toxicity, %; measured here: cytotoxicity by cell density;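 0% = mean cell density of plate MIN control wells and 100% = no cells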
Autophagy HCS cell loss 18 h: recorded beside Autophagy HCS, whose call it bears; toxicity, %; measured here: cell loss, nuclei count;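 cell loss after 18 h compound exposure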
An asterisk follows results filed as active; i = inactive; ? = inconclusive; nt = no result given.

SMILES	Lipid droplet	Lipid droplet cells 6.5 µM	WT yeast gro inh	WT yeast gro inh mutant strain	XIAP displacement	Dynein transport	Dynein transport cytoplasmic EGFP	Dynein transport nuclear GR-EGFP	Dynein transport cell count	Insulin prom up	Insulin prom up cell count	MT stabilize HCS	MT stabilize HCS Hoechst-high %	MT stabilize HCS cytotoxicity %	Autophagy HCS	Autophagy HCS cell loss 18 h	ER stress rescue	bCat nuc transl	bCat nuc transl cell count 5 µM
CC(C)c1noc2ncc(C(=O)c3cc(Cl)cc(Cl)c3O)cc12	-13	712	16	13	-4.8%	0.44	0.11	0.63	0.042	-1.6	852	1.9	0.8	6.8	i	-8	4.2%	2.7	1161
COc1ccc(N(CC(=O)NC2CCCC2)S(=O)(=O)c2c(C)[nH]c(=O)[nH]c2=O)cc1	nt	nt	-2	-3	-5.3%	0.55	-0.22	0.37	-0.021	?	nt	4.0	2.2	7.7	i	16	-1.5%	nt	nt
COC(=O)C(C(=O)OC)c1ccc(NC(=O)c2cccc(Cl)c2)cc1	-1	724	-3	-9	-16%	-0.49	0.57	0.15	0.17	nt	nt	3.9	1.7	1.9	i	18	-0.7%	0.1	1522
c1cc2c(cc1OCCNC1CCCC1)CCC2	1	664	6	17	-13%	0.74	-0.21	1.1	-0.29	0.15	1603	4.3	2.2	6.0	i	12	-0.5%	-2.2	911
O=[N+]([O-])c1ccc2n[nH]nc2c1	9	833	5	-19	-8.1%	0.55	-0.037	0.3	0.22	nt	nt	2.2	2.0	5.4	i	7	1.8%	-9.8	954
O=C(CSc1cccc[n+]1[O-])c1cc(Cl)ccc1Cl	-1	694	9	-3	2.5%	-2.1	0.0071	-1.1	0.15	-0.81	1018	1.6	2.4	5.7	i	23	12%	1.2	860
CC(=O)Oc1cccc(C(=O)Nc2c[nH]c(=O)[nH]c2=O)c1	17	723	8	-9	-12%	-0.56	-0.092	-0.75	0.74	2.5	1082	3.3	2.4	4.8	i	3	-0.5%	0.8	1029
CCN(CC)S(=O)(=O)c1cc(NS(=O)(=O)c2cc(Cl)ccc2Cl)ccc1C	-27	624	-6	10	-9.6%	-0.035	-0.21	0.061	0.39	-0.09	1363	2.5	2.1	5.3	i	-1	6.1%	-1.3	972
O=C(Nc1nsc(-c2ccccc2)n1)c1ccc(F)cc1	-2	744	9	8	-4.0%	-0.76	-0.23	-0.34	0.99	nt	nt	3.9	1.6	6.2	i	2	-3.7%	-4.7	658
Cc1[nH]n(-c2ccccc2)c(=O)c1N=Nc1ccccc1C(=O)N1CCOCC1	nt	nt	-13	-16	-2.6%	-0.92	-0.32	-0.87	0.71	0.44	1383	7.5	3.0	3.0	i	-9	-2.7%	-0.7	518

Next part; it opens with the 2 that closed the last part.
SMILES	Lipid droplet	Lipid droplet cells 6.5 µM	WT yeast gro inh	WT yeast gro inh mutant strain	XIAP displacement	Dynein transport	Dynein transport cytoplasmic EGFP	Dynein transport nuclear GR-EGFP	Dynein transport cell count	Insulin prom up	Insulin prom up cell count	MT stabilize HCS	MT stabilize HCS Hoechst-high %	MT stabilize HCS cytotoxicity %	Autophagy HCS	Autophagy HCS cell loss 18 h	ER stress rescue	bCat nuc transl	bCat nuc transl cell count 5 µM
O=C(Nc1nsc(-c2ccccc2)n1)c1ccc(F)cc1	-2	744	9	8	-4.0%	-0.76	-0.23	-0.34	0.99	nt	nt	3.9	1.6	6.2	i	2	-3.7%	-4.7	658
Cc1[nH]n(-c2ccccc2)c(=O)c1N=Nc1ccccc1C(=O)N1CCOCC1	nt	nt	-13	-16	-2.6%	-0.92	-0.32	-0.87	0.71	0.44	1383	7.5	3.0	3.0	i	-9	-2.7%	-0.7	518
Cc1cc(OCC(=O)NC(C)c2ccccc2)ccc1[N+](=O)[O-] (stereo not drawn)	-8	690	16	-1	-2.1%	0.36	-0.25	0.067	0.063	-0.84	1510	1.5	2.2	1.2	i	2	0.6%	0.1	1340
COc1ccc(CNC(N)=O)cc1	nt	nt	-1	-2	nt	-0.45	0.065	-0.42	0.41	nt	nt	3.7	2.5	2.8	i	-1	nt	nt	nt
CCC(=O)N1CCN(c2ccccc2NC(=S)NC(=O)c2cccc([N+](=O)[O-])c2)CC1	-4	675	23	7	-2.2%	-0.21	-0.071	0.072	0.48	-1.7	1428	2.3	1.9	4.8	i	-18	-0.6%	-3.3	1087
CCNS(=O)(=O)c1ccc(NC(=O)Cn2nc(C(F)(F)F)cc2C)cc1	nt	nt	5	16	-2.8%	-0.27	-0.2	0.07	-0.0029	0.14	1552	5.2	2.2	6.2	i	9	-0.7%	-2.7	924
Cc1cc(NC(=O)CN2CCCCC2C)no1 (stereo not drawn)	nt	nt	15	10	-2.4%	-0.28	-0.14	-0.78	-0.58	-0.21	1519	3.4	2.3	9.3	i	-2	-0.2%	0.0	1260
Cc1cccc2cc(CN(Cc3cccs3)C3(c4nnnn4C4CCCC4)CCCC3)c(=O)[nH]c12	nt	nt	19	-39	0.0%	0.09	-0.3	0.42	-0.26	-1.4	1188	6.0	4.1	12	i	-3	3.1%	-7.8	979
CC1=CC(=O)C(C(C)C)=C/C1=N/OC(=O)c1cccc([N+](=O)[O-])c1	-4	762	-1	7	-4.3%	-0.76	0.11	-0.53	0.55	1	916	1.0	1.0	9.9	i	-4	-0.6%	nt	nt
O=C1C2C3c4ccccc4C(c4ccccc43)[C@@H]2C(=O)N1c1ccccn1 (stereo partly drawn)	-4	738	nt	nt	nt	0.32	-0.27	0.047	0.36	0.46	1377	nt	nt	nt	nt	nt	nt	-4.9	1055
CCc1ccc(N2C(=O)CC(N(CC3CCCO3)C(=O)/C=C/C(=O)O)C2=O)cc1 (stereo not drawn)	17	698	-4	3	0.3%	-0.61	0.037	-0.66	0.91	0.32	1346	2.0	2.6	2.7	i	-10	-2.0%	-1.3	593
O=C(NCCc1ccccc1)c1ccc([N+](=O)[O-])cc1	nt	nt	-6	5	-0.3%	0.12	-0.21	-0.18	0.49	0.65	1663	2.1	1.4	12	i	-2	-1.4%	-0.9	1324

Compound profiles, as listed above.
CCNS(=O)(=O)c1ccc(NC(=O)Cn2nc(C(F)(F)F)cc2C)cc1 across the screens: Lipid droplet: nt; Lipid droplet cells 6.5 µM: nt; WT yeast gro inh: 5; WT yeast gro inh mutant strain: 16; XIAP displacement: -2.8%; Dynein transport: -0.27; Dynein transport cytoplasmic EGFP: -0.2; Dynein transport nuclear GR-EGFP: 0.07; Dynein transport cell count: -0.0029; Insulin prom up: 0.14; Insulin prom up cell count: 1552; MT stabilize HCS: 5.2; MT stabilize HCS Hoechst-high %: 2.2; MT stabilize HCS cytotoxicity %: 6.2; Autophagy HCS: i; Autophagy HCS cell loss 18 h: 9; ER stress rescue: -0.7%; bCat nuc transl: -2.7; bCat nuc transl cell count 5 µM: 924
CCC(=O)N1CCN(c2ccccc2NC(=S)NC(=O)c2cccc([N+](=O)[O-])c2)CC1 across the screens: Lipid droplet: -4; Lipid droplet cells 6.5 µM: 675; WT yeast gro inh: 23; WT yeast gro inh mutant strain: 7; XIAP displacement: -2.2%; Dynein transport: -0.21; Dynein transport cytoplasmic EGFP: -0.071; Dynein transport nuclear GR-EGFP: 0.072; Dynein transport cell count: 0.48; Insulin prom up: -1.7; Insulin prom up cell count: 1428; MT stabilize HCS: 2.3; MT stabilize HCS Hoechst-high %: 1.9; MT stabilize HCS cytotoxicity %: 4.8; Autophagy HCS: i; Autophagy HCS cell loss 18 h: -18; ER stress rescue: -0.6%; bCat nuc transl: -3.3; bCat nuc transl cell count 5 µM: 1087

Carrying on.
SMILES	Lipid droplet	Lipid droplet cells 6.5 µM	WT yeast gro inh	WT yeast gro inh mutant strain	XIAP displacement	Dynein transport	Dynein transport cytoplasmic EGFP	Dynein transport nuclear GR-EGFP	Dynein transport cell count	Insulin prom up	Insulin prom up cell count	MT stabilize HCS	MT stabilize HCS Hoechst-high %	MT stabilize HCS cytotoxicity %	Autophagy HCS	Autophagy HCS cell loss 18 h	ER stress rescue	bCat nuc transl	bCat nuc transl cell count 5 µM
COc1ccc(C(=O)NNC(=O)CSc2nnc(COc3ccccc3OC)n2C)cc1	9	621	-3	-7	-7.2%	-0.0094	-0.29	-0.17	0.27	nt	nt	1.9	2.1	4.2	i	-1	-1.9%	0.9	912
CC(=O)c1c(C)[nH]c(C(=O)NCCc2ccccc2)c1C	nt	nt	-1	-12	-4.7%	-0.35	-0.046	0.0071	0.25	-0.72	1451	1.1	1.5	6.6	i	-9	-2.1%	-1.3	873
CSc1cccc(NC(=O)C2CCN(S(C)(=O)=O)CC2)c1	16	710	-15	16	-1.6%	-1.1	-0.24	-0.36	0.6	0.84	1113	2.6	1.8	0.0	i	-10	nt	0.1	1000
CC(=O)Nc1cc(C(=O)O)ccc1S(=O)(=O)c1ccc(C)cc1	nt	nt	-2	3	-5.2%	-1	-0.18	-0.29	0.15	0.18	1376	5.5	2.6	4.7	i	-5	-0.8%	-2.7	958
COC(=O)Nc1nnc(COc2cccc(C)c2)s1	-6	707	-3	-1	-4.2%	0.67	-0.22	0.016	1	-0.2	1072	0.8	1.3	4.3	i	3	0.6%	0.1	1115
